ERG-DNA inh: ERG Ets/DNA interaction inhibition; fluorescence polarization, His-ERG Ets domain / labelled DNA; Potency, µM (doses to about 76.9 µM), without a hit: at the highest dose FP activity, negative = inhibition, actives largely listed as inhibitors; hit rate 0.028% among 370,000; AID 624246; active means well fitted inhibition curve with a large enough effect in the polarisation, with a control signal flat; inconclusive means small, poorly fitted or top-dose-only effect, or effect the other way, or a change in a side signal; inactive means no such curve, though single readings can be large or run the other way; the % refers to the polarisation;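 further: polarization taken with two DNA probes labelled with fluorescein and Texas red; potency means the concentration at half of the fitted maximal effect; % of control where 0% means no effect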
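His-tagged ERG Ets domain (1 uM in the protein solution; 300mM KCl, 50mM Tris-HCl, 1mM EDTA, 1mM DTT, pH 7.5) received compound, then a probe mix of 5 nM fluorescein-DNA and 100nM Texas-615-DNA. Fluorescence polarization was read for both dyes.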
Vif-APOBEC3F blk: blocks the Vif interaction with APOBEC3F; HeLa A3F-eYFP + Vif (tagged APOBEC3F with the HIV-1 protein that degrades it), YFP fluorescence increase; Potency, µM (highest dose often 46.1 µM), for the others: at the top dose activity, negative = active; hit rate 0.2% among 390,000; further: potency means the concentration at half of the fitted maximal effect; % of control where 0% means no effect; nearly all actives have a fitted effect of over 65% in size
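HeLa cells stably expressing Vif plus C-terminally eYFP-tagged A3F were seeded, incubated overnight at 37 deg C, dosed with compound, incubated overnight again at 37 deg C. Yellow fluorescence (Ex 488/Em 500-530) reported blocked Vif-mediated A3F-eYFP degradation.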
LDHA block: blocks human lactate dehydrogenase A; purified LDHA, NADH/diaphorase-resazurin fluorescence; active compounds read low; hit rate 0.15% among 480,000; activity change, % (values are at about 110 or 230 µM); in the data active means activity change below about -30%; inconclusive means mostly about -25% to -30%;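 further: plate controls were DMSO wells for no effect and wells without enzyme for full effect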
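Enzyme activity of human lactate dehydrogenase 5 (2 nM; 0.06 mM NADH, 0.2 mM pyruvate, 5 min, RT) is measured via a resazurin/diaphorase fluorescence readout of residual NADH.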
D2 ag: D2 dopamine receptor (human) agonism; P14416; HEK293 T-REx D2 cells, calcium flux agonist mode; activation, % at 2 µM; hit rate 0.53% among 340,000;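 active means activation over 3 SD above normal in the single-dose calcium agonist read, cut at about 30% in these data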; further: 0% is about no effect
Target sequence (P14416 whole entry, looked up): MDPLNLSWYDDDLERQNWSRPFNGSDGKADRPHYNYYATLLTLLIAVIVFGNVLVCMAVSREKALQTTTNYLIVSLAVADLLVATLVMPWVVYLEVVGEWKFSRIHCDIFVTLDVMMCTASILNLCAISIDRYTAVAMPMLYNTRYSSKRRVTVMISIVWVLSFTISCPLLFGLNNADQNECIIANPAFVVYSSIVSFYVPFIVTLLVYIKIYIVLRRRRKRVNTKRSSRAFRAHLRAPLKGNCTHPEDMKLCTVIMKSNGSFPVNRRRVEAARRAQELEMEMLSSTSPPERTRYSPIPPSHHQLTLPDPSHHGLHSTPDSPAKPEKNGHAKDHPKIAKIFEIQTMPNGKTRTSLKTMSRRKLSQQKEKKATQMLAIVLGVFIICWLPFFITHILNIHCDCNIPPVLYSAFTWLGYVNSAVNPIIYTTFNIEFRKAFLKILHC
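HEK293 Trex D2 cells, tetracycline-induced, o/n 30 C 5% CO2; no-wash Ca dye, RT 30–90 min; 10-cycle baseline, 23 nl cpd added, kinetic Ca read 180 s; agonist hits = positive Ca response.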
D2 antagonist: antagonists of human D2 dopamine receptor; P14416; HEK293 TREx D2 cells, calcium flux, dopamine EC80; inhibition, % at 10 µM; hit rate 2% among 340,000; AID 485344; in the data active means inhibition above about 30%; further: 0% is about no effect
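Measurement of antagonist activity uses fluorescent calcium dye in inducible HEK293 T-REx D2 cells: 10 s baseline, compound addition with 180 s read, EC80 dopamine addition with a further 180 s read.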
Vif-A3G inh: inhibitors of Vif-APOBEC3G interaction. HeLa A3G-eYFP + Vif (tagged APOBEC3G with the HIV-1 protein that degrades it), YFP fluorescence, overnight. hit rate 0.076% among 410,000. Potency, µM (top dose mostly 46.1 µM), for the others: top-dose activity, negative = active, actives largely listed as inhibitors;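 further: potency means the concentration at half of the fitted maximal effect; on the % scale 0 is the no-effect control and ±100 the full control effect; nearly all actives have a fitted effect of over 60% in size; hits raise eYFP signal because A3G escapes Vif-driven loss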
Target sequence (Q9HC16 whole entry, looked up): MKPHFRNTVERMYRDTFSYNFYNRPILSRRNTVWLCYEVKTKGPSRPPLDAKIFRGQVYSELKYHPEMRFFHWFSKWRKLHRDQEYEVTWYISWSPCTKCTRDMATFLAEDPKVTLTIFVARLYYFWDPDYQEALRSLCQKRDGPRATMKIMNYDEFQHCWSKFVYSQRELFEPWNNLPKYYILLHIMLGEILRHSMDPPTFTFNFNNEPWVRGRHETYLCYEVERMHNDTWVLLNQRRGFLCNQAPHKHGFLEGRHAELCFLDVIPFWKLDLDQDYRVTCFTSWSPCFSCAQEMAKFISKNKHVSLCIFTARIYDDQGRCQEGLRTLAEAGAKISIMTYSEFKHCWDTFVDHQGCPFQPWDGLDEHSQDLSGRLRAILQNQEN
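HeLa cells stably expressing Vif and C-terminally eYFP-tagged A3G, seeded overnight at 37 deg C, then exposed to compound by pintool overnight at 37 deg C. Rise in yellow fluorescence (Ex 488/Em 500-530, Acumen) marks blocked Vif-driven A3G degradation.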
GRP78 ERSR act: ER stress response induction in glioma | U87-MG GRP78 promoter luciferase reporter, 16 h | hit rate 0.02% among 420,000 | Potency, µM, for inactives: at the highest dose activation, usual class: activators; further: potency means the concentration at half of the fitted maximal effect; series mostly up to about 76 µM; % of control where 0% means no effect; nearly all actives have a fitted effect of over 35% in size
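ERSR induction read as luciferase luminescence (Bright-Glo, 10 min at room temperature) in stably transfected human U87-MG glioma cells exposed to compounds for 16 h, using GRP78 as sensor.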
RGS4 inhibitor: blocks human RGS4-accelerated GTP hydrolysis. P49798. Transcreener GDP fluorescence polarization, RGS4-accelerated GTP hydrolysis. Potency, µM (doses to about 114 µM), without a hit: top-dose activity change, negative = inhibition, hits mostly inhibitors. hit rate 0.039% among 390,000; further: potency means the concentration at half of the fitted maximal effect; on the % scale 0 is the no-effect control and ±100 the full control effect; nearly all actives have a fitted effect of over 75% in size; some results filed as inactive show a strong effect at the top dose
Target sequence (P49798 whole entry, looked up): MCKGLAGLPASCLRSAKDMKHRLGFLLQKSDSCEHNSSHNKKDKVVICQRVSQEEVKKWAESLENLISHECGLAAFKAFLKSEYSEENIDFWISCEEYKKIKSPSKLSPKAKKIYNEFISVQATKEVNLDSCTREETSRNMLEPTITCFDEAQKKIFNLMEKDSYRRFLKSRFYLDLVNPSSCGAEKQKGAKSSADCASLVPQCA
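MLSMR compounds (23 nl, pin-transferred) preincubated 10 min at room temperature with a 500nM (2x) first reagent, then RGS4 at 900nM (2x) plus Transcreener GDP mix added; fluorescence polarization (620/688 nm) read before and after 90 min at 30 °C.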
ALOX12 inh: blocks human arachidonate 12S-lipoxygenase; P18054; purified 12hLO, xylenol orange hydroperoxide absorbance; Potency, µM (titrated, usually from 108 µM), without a hit: top-dose activity change, negative = inhibition, actives largely listed as inhibitors; hit rate 1.1% among 580,000; AID 1671190; further: potency means the concentration at half of the fitted maximal effect; on the % scale 0 is the no-effect control and ±100 the full control effect
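Hydroperoxide product was detected by ferrous iron/xylenol orange as the 573 to 405 nm absorbance ratio. Arachidonic acid at 40 uM (final) was turned over for 30 min at room temperature by 150 nM human 12hLO, pH 7.0 Hepes buffer, after 15 min compound preincubation.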
* hit, by the source's call; ? = inconclusive; nt = not tested or not shown; & = joins results of further samples; [ ] = dose if it differs, or a comment. Unless noted, the call rests on the fitted dose curve; in most records, active means well fitted curve in the direction sought with a large enough effect; inconclusive means small, poorly fitted or top-dose-only effect, or another doubt; inactive means no such curve, though single readings can be large; an effect the other way counts as inactive or inconclusive. Only part of the results is shown. The share of hits here may be higher or lower than overall.

compound | ERG-DNA inh | Vif-APOBEC3F blk | LDHA block | D2 ag | D2 antagonist | Vif-A3G inh | GRP78 ERSR act | RGS4 inhibitor | ALOX12 inh
Cc1nnc(NC(=O)CSc2nnc(Cc3cccn3C)n2CCc2ccccc2)s1 | 1% | -10% | 0 | -0.4 | -4 | -2% | -3% | -19% | 9%
CNC(=O)c1cc(S(=O)(=O)Nc2ccc3c(c2)OCCO3)ccc1C | 1% | 2% | -6 | -0.2 | 5 | 0% | -3% | 6% | -51%
Cc1ccc(-c2ccc(CCC(=O)O)n2-c2cccc(C)c2C)cc1 | -1% | -4% | -1 | -1.2 | nt | 1% | 3% | -13% | -19%
Nc1ncnc(SCc2c(F)cccc2Cl)n1 | 8% | 4% | -1 | nt | nt | 3% | -1% | 15% | 203%[activator]
COC(=O)c1cc(-c2cccc([N+](=O)[O-])c2)c2c(=O)n(C)c(=O)n(C)c2n1 | -3% | ? | -8 | 0.9 | -31 | -8% | -5% | 18% | 11%
O=C(c1ccccc1)c1c[nH]c(C(=O)NCc2cccnc2)c1 | -7% | 7% | -6 | nt | nt | -1% | -2% | -19% | 0%
O=C(Nc1cc(Br)ccc1O)c1cc(-c2ccccc2)on1 | 17% | -7% | -1 | 1.1 | -3 | -1% | 3% | -26% | -18%
O=S(=O)(/N=C(/NS(=O)(=O)c1ccccc1)c1ccccc1)c1ccccc1 | 0% | 0% | -5 | 0.3 | 3 | -7% | -1% | -12% | -4%
CC(C)n1c(CN2CCN(C)CC2)nc2c1c(=O)n(C)c(=O)n2C | 9% | nt | -7 | nt | nt | 2% | -5% | 1% | 9%
O=C(CCNC(=O)c1ccc([N+](=O)[O-])cc1)Nc1ccc(N2CCOCC2)cc1N1CCOCC1 | -3% | 0% | 6 | nt | nt | 1% | -2% | 4%[56.9 µM] | -9%
O=C(Cn1cnc2ccccc2c1=O)N1CCOCC1 | -5% | 3% | -6 | -0.3 | 2 | 0% | 0% | -7%[11.4 µM] | 138%[activator]
O=C(CSc1cccc2cccc(Cl)c12)NC1=NCCS1 | -2% | 3% | 1 | 0.2 | -7 | -6% | 1% | -34% | 17%
Cc1ccc(CN2CCN(Cc3cn[nH]c3-c3ccccc3)CC2CCO)o1 (stereo not given) | -4% | 2% | 4 | 0.3 | 3 | -1% | -3% | 3% | 12%
Cc1[nH]nc(N)c1-c1ccccc1 | 3% | -27% | -4 | -0.2 | -19 | -4% | -4% | 4% | 13%
Cc1sc2c(c1C)c(=O)n(-c1ccccc1)c(=O)n2CC(=O)c1ccc(Cl)cc1 | 1% | nt | -10 | 0.1 | nt | nt | nt | 25% | -21%
O=C(NC(NC(=S)Nc1ccc(Cl)cc1Cl)C(Cl)(Cl)Cl)c1cccc([N+](=O)[O-])c1 (stereo not given) | -5% | -11% | -6 | 3.8 | -10 | -13% | 8% | -49% | -10%
O=C1N/C(=C\c2ccccc2)C(O)=C1C=NCc1ccccc1 | 21% | -7% | -1 | 1.3 | 6 | -8% | 8% | 9% | 1%
Cc1ccc2nc(-c3ccccc3)cc(C(=O)N3CCN(S(=O)(=O)c4c(C)noc4C)CC3)c2c1 | -17% | 7% | -1&0 | 0.6 | -13 | -4% | 1% | -11% | 153%&20%[activator]
CCc1ccc(NC(=O)C2CC(=O)Nc3ncnn32)cc1 (stereo not given) | -5% | -9% | -5 | -0.4 | -11 | 4% | -4% | 13% | 2%
O=C(Cn1cncn1)N/N=C/c1cccnc1 | 3% | 3% | -11 | 0.6 | -5 | 4% | -5% | -26% | 0%
CCc1ccc(-n2c(=O)c3cccnc3n2CC(=O)N(CC)c2cccc(C)c2)cc1 | -1% | -1% | 3 | 1.1 | nt | 0% | 2% | -2% | -10%
Cc1cc(C)c(C)c(S(=O)(=O)N2CCN(C(=O)CCc3nc4ccccc4c(=O)[nH]3)CC2)c1C | 0% | 0% | -3 | 0.0 | -2 | 1% | -3% | -15% | 2%
O=c1c(Cc2ccccc2)c(O)ccn1CCc1cnc[nH]1 | 2% | -1% | -3 | 2.7 | 18 | 0% | -6% | 11% | 3%
COC(=O)c1c(SC)nc2ccccc2c1OCc1ccc(Cl)cc1 | 1% | -4% | -6 | 0.8 | nt | 0% | -3% | -7% | -19%
COc1cccc(C2C(C(=O)c3cccs3)=C(O)C(=O)N2CCN2CCOCC2)c1 (stereo not given) | -2% | 3% | 5 | -0.1 | 3 | 0% | 3% | -16% | ?
Cc1cc(NC(=O)CSc2nc3c(c(=O)n2-c2ccccc2)SC(C)C3)no1 (stereo not given) | -1% | -20% | 0 | 0.3 | 2 | 3% | -2% | -50% | -4%
Cc1cc(C)c(C#N)c(Nc2ccccc2Cl)n1 | -2% | 6% | -4 | -3.1 | -7 | 1% | -6% | 7%[11.4 µM] | -18%
COc1ccc(-n2ncc3c(SCC(=O)N4CCN(c5ccccc5OC)CC4)ncnc32)cc1 | 1% | -2% | -18 | 0.1 | 1 | 2% | 1% | 4% | 36%[activator]
CCOC(=O)CN1C(=O)SC(CC(=O)Nc2nccs2)C1=O (stereo not given) | -2% | 4% | -5 | 0.4 | -15 | -1% | -1% | -16% | 429%[activator]
CCc1cccc(NC(=O)CCc2nc3cccnc3n2-c2ccccc2)c1 | 2% | ? | -6 | -1.0 | nt | -5% | -4% | -1% | -9%
CCSc1nnc(NC(=O)[C@@H](NC(=O)c2cc(OC)cc(OC)c2)C(C)C)s1 | -4% | 9% | -13 | -0.9 | 20 | 8% | -3% | 1% | -11%
CC1Cc2cc(/C=C3/SC(=S)NC3=O)ccc2O1 (stereo not given) | 0% | -4% | -19 | -0.6 | -3 | -6% | 6% | ? | ?
O=[N+]([O-])c1ccc(/C=N/N=C/c2ccc([N+](=O)[O-])o2)o1 | 0% | -2% | 13 | -3.3 | -3 | ? | -14% | 12% | -2%
COc1cccc(-c2nnn(CC(=O)N3CCCCC3)n2)c1 | -18% | 1% | -4 | 0.7 | 9 | 0% | 1% | 1% | 0%
O=C(C1CC1)N1N=C(C2CCCCC2)CC1(O)C(F)(F)F (stereo not given) | 8% | -2% | -10 | 0.6 | 12 | -2% | 2% | 28% | -5%
Cn1c(CO)nc2cc(N)ccc21 | -1% | 3% | -1 | 0.7 | -9 | -1% | -1% | 13% | 3%
CCc1ccc(C(=O)c2cn(CC(=O)Nc3cc(F)ccc3F)c3nc(C)ccc3c2=O)cc1 | 9% | -7% | 2 | 1.0 | nt | ? | -10% | -9% | -16%
O=C1CCCN2N=C(SCC(=O)Nc3cccc(C(F)(F)F)c3)SC2=N1 | -4% | 4% | -1 | -0.7 | 6 | -1% | -3% | 17% | -3%
COc1ccc(N2C(=O)CC(N3CCN(c4ccc(Cl)cc4)CC3)C2=O)cc1 (stereo not given) | -6% | 6% | -5 | -0.1 | -10 | 2% | -3% | 6% | -1%
CCOc1ccc(NC(=O)c2c(Nc3ccccc3C)sc(C(=O)c3ccccc3)c2N)cc1 | -2% | -3% | 4 | 2.0 | nt | -1% | -3% | -44% | -28%
COc1ccc(N=c2oc3cc(O)ccc3cc2C(=O)NCC2CCCO2)c(OC)c1 (stereo not given) | -1% | ? | 1 | -1.6 | 5 | ? | 0% | 25% | 0%
CC1CCCC(NC(=O)c2cccc(S(=O)(=O)N3CCOCC3)c2)C1C (stereo not given) | nt | -13% | 1 | nt | nt | -1% | 0% | nt | -11%
O=C(/C=C/c1ccccc1)CCN1CCOCC1 | nt | ? | -4 | nt | nt | ? | -14% | -113% | -12%
CN1CCC(=NNC(=O)CN(c2ccc(Oc3ccccc3)cc2)S(C)(=O)=O)CC1 | 13% | 1% | -2 | 2.1 | -15 | -1% | -1% | -34% | 11%
CCCc1nc2scc(-c3ccccc3)c2c(=O)n1N | 0% | -4% | 1 | -0.1 | 9 | 1% | -2% | -14% | 2%
Cc1ccc(S(=O)(=O)N2CCCCC2)cc1C(=O)OC(C)C(=O)NC1CCCCC1C (stereo not given) | -8% | 0% | -4 | -0.7 | -5 | 0% | -6% | -1% | -2%
CCN1CCN(C(c2cc(OC)c(OC)c(OC)c2)c2nnnn2C(C)C)CC1 (stereo not given) | -4% | 3% | 1 | -0.3 | -17 | -1% | -5% | -2% | ?
O=C(Nc1cccnc1)c1ccc(COc2cc(Cl)ccc2Cl)o1 | -16% | -3% | -4 | 0.8 | 7 | -20% | -5% | 9% | 294%[activator]
CC(C)c1ccc(NC(=O)C(C)N(c2ccccc2)S(C)(=O)=O)cc1 (stereo not given) | -7% | 3% | -1 | nt | nt | 0% | 0% | 17% | ?
CCC(C)(C)NC(=O)CN(C(=O)CCC(=O)Nc1nccs1)c1ccccc1C | -3% | -3% | -4 | -0.1 | 39* | 0% | -3% | 8% | 0%
COc1ccc(N(CC(=O)Nc2cccc(F)c2)S(=O)(=O)c2c(C)[nH]c(=O)[nH]c2=O)cc1 | 1% | 3% | -1 | 0.0 | -25 | 5% | -2% | 19% | 2%

Screens from PubChem.
